Assay outcomes: PubChem BioAssay, several laboratories
PPARg SRC1 recr: promotes SRC-1 coactivator recruitment by human PPARgamma; activation, % at 8 µM; actives 0.41% (n = 200,000); P37231; PPARgamma-SRC-1 coactivator recruitment biochemical assay; AID 631; in the data active = activation above about 19%;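 also: 0% = DMSO and 100% = reference agonist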
S1P3 antag: S1P3 (human) receptor antagonism. inhibition, % at 4.98 µM. actives 0.27% (n = 170,000). CHO S1P3 NFAT-BLA reporter, FRET fluorescence, antagonist mode. Q99500;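 active = inhibition above the plate cutoff, the mean inhibition of test wells on that plate plus 3 SD, cut at about 28% in these data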;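 also: cells challenged with S1P at its EC80 of 0.8 µM; blue over green emission ratio from cleaved BLA substrate after 4 h stimulation; 0% = S1P-stimulated wells and 100% = unstimulated DMSO-only wells; some compounds past the cut are filed as inactive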
PPARg SRC-2 ag: promotes SRC-2 coactivator recruitment by human PPARgamma | activation, % at 8 µM | P37231 | actives 0.34% (n = 200,000) | AID 1032 | PPARgamma LBD-SRC-2 recruitment, biochemical; in the data active = activation above about 22%;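 also: 0% = vehicle and 100% = reference agonist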
TLR4-MyD88 BLA: inhibitors of human TLR4-MyD88 binding. O00206+Q99836. HeLa CL3-4 TLR4/MyD88 BLA complementation, FRET ratio. inhibition, % at 8.4 µM. actives 0.18% (n = 200,000); in the data active = inhibition above about 25%;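 also: 0% = vehicle and 100% = reference inhibitor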
Target sequence (O00206 whole entry, looked up): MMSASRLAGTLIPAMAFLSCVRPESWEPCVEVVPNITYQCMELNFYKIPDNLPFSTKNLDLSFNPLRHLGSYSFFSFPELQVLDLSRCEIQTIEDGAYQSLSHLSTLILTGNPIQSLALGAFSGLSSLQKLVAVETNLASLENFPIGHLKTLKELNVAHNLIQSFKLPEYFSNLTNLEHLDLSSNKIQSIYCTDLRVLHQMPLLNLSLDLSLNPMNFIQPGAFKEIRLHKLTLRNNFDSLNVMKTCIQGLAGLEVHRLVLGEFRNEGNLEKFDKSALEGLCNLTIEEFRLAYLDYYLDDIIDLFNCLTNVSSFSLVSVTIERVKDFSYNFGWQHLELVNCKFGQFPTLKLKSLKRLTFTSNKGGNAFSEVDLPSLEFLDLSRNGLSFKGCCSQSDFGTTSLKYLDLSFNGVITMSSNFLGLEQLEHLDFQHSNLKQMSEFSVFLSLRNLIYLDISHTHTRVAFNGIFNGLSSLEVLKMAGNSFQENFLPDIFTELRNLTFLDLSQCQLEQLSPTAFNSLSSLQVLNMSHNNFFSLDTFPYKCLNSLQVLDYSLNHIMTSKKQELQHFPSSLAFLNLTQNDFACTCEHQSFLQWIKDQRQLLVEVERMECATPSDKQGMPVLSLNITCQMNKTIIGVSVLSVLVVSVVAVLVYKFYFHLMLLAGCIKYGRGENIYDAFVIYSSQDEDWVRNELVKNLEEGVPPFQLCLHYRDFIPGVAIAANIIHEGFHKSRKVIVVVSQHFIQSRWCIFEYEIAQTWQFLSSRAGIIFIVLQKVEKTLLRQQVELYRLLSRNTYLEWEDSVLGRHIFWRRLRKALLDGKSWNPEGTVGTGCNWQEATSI
Target sequence (Q99836 whole entry, looked up): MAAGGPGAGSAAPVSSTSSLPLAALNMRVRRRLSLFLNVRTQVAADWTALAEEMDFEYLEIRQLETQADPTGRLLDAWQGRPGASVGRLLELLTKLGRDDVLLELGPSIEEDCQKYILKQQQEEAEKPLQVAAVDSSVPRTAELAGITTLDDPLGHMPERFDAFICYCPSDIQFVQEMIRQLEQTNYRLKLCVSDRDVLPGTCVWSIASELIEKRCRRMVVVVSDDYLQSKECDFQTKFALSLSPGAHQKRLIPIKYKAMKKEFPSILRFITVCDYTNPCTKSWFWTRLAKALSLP
ROMK primary: modulates human ROMK potassium channel activity. P48048. Tet-inducible ROMK, thallium flux fluorescence; actives lie on both sides. B-score at 10 µM. actives 2% (n = 130,000). AID 1918;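 active = signal ratio slope over the read window, or its plate-corrected B-score, at least 3 SD from the plate mean, either direction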;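 also: B-score of the F/F0 ratio slope over 7 to 12 s after thallium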
PPARg SRC-3 ag: PPARgamma-driven SRC-3 recruitment agonism; P37231; biochemical PPARgamma/SRC-3 coactivator recruitment assay; activation, % at 8 µM; actives 0.26% (n = 200,000); in the data active = activation above about 23%;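 also: 0% = DMSO and 100% = reference agonist; some compounds past the cut are filed as inactive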
TR-FRET SRC-2 ct: flags TR-FRET format artefacts in PPARgamma SRC-2 recruitment agonist screen | TR-FRET artefact counter-screen; stronger effect = higher value | actives 0.4% (n = 200,000) | TR-FRET ratio at 8 µM | AID 1049; in the data active = TR-FRET ratio above about 2000; also: inactives centre near 1500
STAT1 inh: reduces IFN-gamma driven STAT1 reporter signal | inhibition, % at 5.5 µM | NIH 3T3 STAT1-luciferase reporter, luminescence | actives 0.35% (n = 200,000);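 active = inhibition above a set limit, the mean inhibition across all tested compounds plus 3 SD, cut at about 34% in these data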;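 also: 0% = IFN-gamma with DMSO and 100% = IFN-gamma with 300 µM nifuroxazide; values of inactives mirror those of a sister screen read the other way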
STAT3 act: increases IL-6 driven STAT3 reporter signal | U3A cells, IL-6 STAT3-luciferase reporter, luminescence; 100% = signal with IL-6 EC80 alone | activation (% of control), % at 5.6 µM | actives 0.91% (n = 190,000);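 active = activation above the screen-wide mean of compound activation plus 3 SD, cut at about 130% in these data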;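 also: 0% = background luminescence of wells with medium and substrate only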
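system = STAT3-luciferase reporter U3A cells | reagent = IL-6 stimulus at 33 ng/mL final | timing = 1 h compound pre-exposure, 6 h IL-6 stimulation, 37 °C | measured by = luminescence | evaluation = % activation versus median of IL-6-stimulated wells | control set = IL-6-only wells as 100% reference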
RAM inhibit: blocks the yeast RAM network. inhibition, % at 50 µM. S. cerevisiae dse1pr::URA3 reporter, 5-FOA growth OD615, 2 d; analog-sensitive cbk1-as2 kinase mutant strain. actives 1.8% (n = 190,000). AID 868;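 active = inhibition above a set limit, 3 SD over mean compound inhibition, cut at about 8.4% in these data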;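 also: 0% = DMSO-only wells with no growth and 100% = 10 µM 1-NA-PP1 full growth; inhibition rescues growth on 5-FOA so higher OD means more RAM inhibition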
STAT3 inh: STAT3 signaling inhibition; U3A cells, IL-6 STAT3-luciferase reporter, luminescence; host cell line lacks STAT1; AID 862; inhibition, % at 5.5 µM; actives 0.89% (n = 190,000);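 active = inhibition above the mean inhibition across all screened compounds plus 3 SD, cut at about 44% in these data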;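 also: 0% = DMSO only wells and 100% = 100 µM nifuroxazide control wells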
* hit, by the source's call; . = not tested or not shown.

SMILES | PPARg SRC1 recr | S1P3 antag | PPARg SRC-2 ag | TLR4-MyD88 BLA | ROMK primary | PPARg SRC-3 ag | TR-FRET SRC-2 ct | STAT1 inh | STAT3 act | RAM inhibit | STAT3 inh
COCCNC(=S)N1CCN(C/C=C/c2ccccc2)CC1 | 9 | -15 | -2 | -10 | -0.39 | 3 | 1491 | -5 | 103 | -0.1 | 3
Cc1sc2ncnc(SCC(=O)NC(C)(C)C)c2c1C | 5 | -5 | 7 | -7 | . | 5 | 1663 | -2 | 91 | 1.5 | 13
Cc1cc(OCc2cc3c(cc2Cl)OCO3)c2c(C)cc(=O)oc2c1 | 6 | 5 | 8 | 1 | . | 3 | 1635 | -1 | 103 | 2.9 | -8
CCOc1cc2c(cc1C=O)OC(C)C2 (stereo unspecified) | 2 | -4 | -2 | -13 | . | -4 | 1328 | 1 | 105 | -2.1 | 0
COC(=O)CSc1nnc(CNC(=O)c2ccc(OC)c(OC)c2)n1C | 15 | 24 | 11 | -3 | . | 2 | 1567 | 3 | 91 | -0.4 | 15
O=C(c1ccccc1F)N(Cc1ccccc1)C1CCS(=O)(=O)C1 (stereo unspecified) | 6 | -15 | 10 | -2 | 0.14 | 11 | 1540 | 3 | 98 | 1.9 | 4
Cc1cc(=O)oc(C)c1C(=O)NCc1ccc(F)cc1 | 2 | . | -10 | 3 | . | -5 | 1525 | -8 | 102 | 1.4 | 1
COc1cc(-c2nc3ccccn3c2/N=C/c2cccc(F)c2)ccc1O | 12 | 23 | 15 | -2 | . | 15 | 1653 | -19 | 90 | 1.3 | 14
CSc1cc(-c2ccc(Cl)cc2)c(C(=O)NC(C)C)s1 | 6 | . | 10 | -3 | . | 4 | 1661 | 8 | 108 | 4.3 | -7
CCCN(CCC)C(=O)COc1cc(=O)n(CC)c2ccccc12 | 4 | -12 | 6 | -22 | . | 12 | 1664 | -4 | 100 | 1.2 | 5
c1ccc(CCn2nnnc2C(c2cccnc2)N2CCOCC2)cc1 (stereo unspecified) | -8 | -23 | -4 | 1 | -0.11 | -2 | 1442 | 0 | 98 | 0.5 | 5
O=C1CSc2ccccc2N1Cc1ccc(F)cc1 | 0 | . | -4 | -2 | -1.3 | 5 | 1489 | -8 | 115 | -1.4 | -16
COc1ccc(-c2nnc(SCc3nnc(-c4ccccc4)o3)n2C)cc1OC | 2 | 15 | 11 | 0 | 0.11 | 5 | 1698 | -5 | 100 | 0.9 | 3
CCNC(=O)C1CC(=O)N(Cc2ccc(F)cc2)C(=Nc2ccc(OC)cc2)S1 (stereo unspecified) | 2 | 20 | 3 | -2 | . | -5 | 1670 | -4 | 102 | 3.0 | 8
Cn1nc(C(F)(F)F)cc1C(=O)NC1CCCCCC1 | -8 | . | 4 | 9 | . | 0 | 1472 | 0 | 103 | 0.0 | -2
O=C(COC(=O)c1ccc(O)cc1)Nc1ccc(Cl)cc1 | 12 | 6 | 5 | 3 | -0.83 | 7 | 1680 | -3 | 117 | 1.1 | -16
Cc1nn(Cc2ccccc2)c2c1C(c1cccc(Cl)c1)C(C#N)=C(N)O2 (stereo unspecified) | 1 | . | 1 | -3 | -2.1 | -3 | 1450 | 11 | 100 | -0.4 | -3
COC(=O)c1ccc(NC(=O)C(=O)NCC2CCCO2)cc1 (stereo unspecified) | -9 | -5 | -8 | 1 | -0.091 | 0 | 1360 | -6 | 103 | 0.5 | -3
Cc1ccc([N+](=O)[O-])cc1-c1ccc(/C=N\n2nnnc2N)o1 | -1 | 2 | -16 | 9 | . | 5 | 1528 | 4 | 72 | 0.1 | 34
CS(=O)(=O)N(CC(=O)NCc1ccccn1)Cc1ccc(Cl)cc1 | -2 | -1 | 2 | 1 | . | 2 | 1599 | 9 | 105 | -0.5 | -2
CN1CCc2nc3sc(C(=O)C45CC6CC(CC(C6)C4)C5)c(N)c3cc2C1 | 7 | . | 1 | 7 | -0.0028 | -3 | 1646 | 5 | 106 | 1.5 | -3
Cc1cccc(NC(=O)c2cc(N3CCOCC3)nc3ccccc23)c1 | 4 | . | -1 | 10 | 0.048 | 9 | 1429 | 5 | 111 | 4.8 | -12
O=C(COc1ccc(Br)cc1)c1ccc2c(c1)CCCC2 | 6 | . | 3 | -10 | . | 11 | 1512 | -11 | 96 | 2.4 | 15
O=C(Nc1ccccc1)N1CCN(c2ccc(F)cc2)CC1 | 3 | . | 7 | -6 | 0.67 | 7 | 1599 | 6 | 81 | -0.5 | 24
Cc1cc(Cl)ccc1OCC(=O)OC(C)C(=O)N(C)C (stereo unspecified) | -3 | . | 7 | 7 | 1.5 | 0 | 1538 | -8 | 105 | 0.5 | -4
COC(=O)c1[nH]c2cc(OC)c(OC)cc2c1NC(=O)Oc1ccccc1 | 4 | . | 10 | 1 | . | 28* | 1534 | -10 | 95 | 0.5 | 7
CC1=CC(C)(C)N(C)C(=O)N1c1ccc(Cl)cc1 | 2 | . | 7 | -4 | . | 0 | 1574 | -10 | 96 | 1.2 | 8
Cc1cc([N+](=O)[O-])cnc1NC(C)c1ccccc1 (stereo unspecified) | -8 | . | -3 | 7 | . | -8 | 1538 | 1 | 115 | 0.7 | -18
COC(=O)c1c(NC(=O)CN2CCCC(C)C2)c2c(C)cccc2n1C (stereo unspecified) | 13 | -5 | 10 | 5 | 0.36 | 10 | 1825 | 0 | 97 | 3.0 | 6
CCN(Cc1ccccc1)C(c1cccs1)c1nnnn1C1CCCCC1 (stereo unspecified) | 3 | 17 | -2 | 17 | . | -2 | 1223 | -2 | 112 | 9.3* | -10
CC(C)NS(=O)(=O)c1ccc(OCC(=O)Nc2ccc(F)cc2)cc1 | 7 | -3 | 0 | 4 | 0.14 | 4 | 1524 | 0 | 104 | 1.8 | 0
CC(=O)C1=C(C)N(Cc2ccco2)C(=O)C1(NC(=O)C1CCCCC1)C(F)(F)F (stereo unspecified) | 6 | . | 13 | -14 | -0.61 | 5 | 1685 | 7 | 97 | 1.2 | 4
CC1CN(C(NC(=O)C(C)(C)C)C(Cl)(Cl)Cl)CC(C)O1 (stereo unspecified) | 6 | . | -7 | -1 | . | 4 | 1391 | -9 | 104 | 0.6 | -4
Cc1ccc(N2C(=O)c3ccc(C(=O)N4CCOCC4)cc3C2=O)cc1C | -2 | . | -2 | -13 | 0.89 | 3 | 1533 | 4 | 103 | 0.7 | -1
O=C(Nc1cc(S(=O)(=O)N2CCOCC2)ccc1O)c1ccc(NS(=O)(=O)c2ccc(Cl)s2)cc1 | 9 | 1 | 8 | -7 | -0.16 | 2 | 1631 | 2 | 106 | 2.1 | -10
COc1ccc(S(=O)(=O)N2CCCC(C(=O)NCc3ccccn3)C2)cc1 (stereo unspecified) | 6 | -12 | 1 | -13 | . | 10 | 1753 | 4 | 93 | 0.3 | 9
Cc1cnc(C(=O)OCC(=O)NC(C)CCc2ccccc2)cn1 (stereo unspecified) | -4 | -17 | 4 | -2 | 0.14 | -6 | 1483 | -1 | 106 | -0.8 | -2
O=C(Nc1cccc(C(F)(F)F)c1)c1cc(-c2ccc(F)cc2)on1 | -2 | . | 5 | -4 | 0.24 | -7 | 1530 | -3 | 83 | 5.0 | 26
COc1ccc(OCC(O)Cn2c(=N)n(Cc3ccccc3)c3ccccc32)cc1 (stereo unspecified) | -2 | 4 | 1 | 14 | -7* | -10 | 1361 | 10 | 105 | -0.9 | -4
c1ccc(-c2noc(-c3cccs3)n2)nc1 | -4 | . | -1 | -12 | . | 0 | 1411 | -4 | 66 | 1.1 | 44*
O=C(CSc1nc2ccccc2s1)NCCOc1ccc(Cl)cc1 | -4 | . | 1 | 11 | -1.6 | 1 | 1668 | 1 | 119 | 6.4 | -18
Cc1ccc(Cl)cc1N1CCN(C(=O)c2cccc3c(=O)c(C)c(-c4ccccc4)oc23)CC1 | 6 | 4 | -11 | -18 | . | -4 | 1290 | 7 | 100 | 8.4* | 1
CN(C)S(=O)(=O)c1ccc(C(=O)Nc2ccc(S(=O)(=O)NC3=NCCCCC3)cc2)cc1 | -5 | . | -2 | -2 | 0.95 | -9 | 1391 | -11 | 104 | 1.2 | -5
NC(=O)c1ccsc1NC(=O)c1coc2ccccc2c1=O | 5 | 6 | 10 | -21 | 0.73 | 4 | 1660 | -71 | 91 | 3.4 | 19
O=C(O)c1cccc(-n2cccc2/C=N/O)c1 | 6 | -17 | 1 | 8 | 0.37 | 6 | 1568 | 1 | 105 | 1.5 | -4
CCN(CC)CCCNc1nc(CN2CCOCC2)nc2sc3c(c12)CCC3 | -7 | -1 | -5 | 1 | -0.071 | 4 | 1456 | 9 | 101 | 0.6 | 2
CC/C(=C/c1sc2ccc(C)cc2[n+]1CCCS(=O)(=O)[O-])SC | 2 | -22 | 9 | 14 | . | 2 | 1699 | -6 | 102 | 1.2 | 1
C(=NC12CN3CN(CN(C3)C1)C2)c1ccc2c(c1)OCO2 | 1 | -54 | -10 | -6 | . | 2 | 1418 | 2 | 97 | -0.2 | 8
COc1ccc(C(C(=O)NC2CCCC2)N(CC2CCCO2)C(=O)Cc2cccs2)cc1OC (stereo unspecified) | 7 | -16 | 3 | -16 | -0.15 | 2 | 1558 | 4 | 98 | -0.1 | 4

Seven of the compounds above, with values under each structure.
Below each SMILES: PPARg SRC1 recr	S1P3 antag	PPARg SRC-2 ag	TLR4-MyD88 BLA	ROMK primary	PPARg SRC-3 ag	TR-FRET SRC-2 ct	STAT1 inh	STAT3 act	RAM inhibit	STAT3 inh
CN(C)S(=O)(=O)c1ccc(C(=O)Nc2ccc(S(=O)(=O)NC3=NCCCCC3)cc2)cc1
    -5	.	-2	-2	0.95	-9	1391	-11	104	1.2	-5
NC(=O)c1ccsc1NC(=O)c1coc2ccccc2c1=O
    5	6	10	-21	0.73	4	1660	-71	91	3.4	19
O=C(O)c1cccc(-n2cccc2/C=N/O)c1
    6	-17	1	8	0.37	6	1568	1	105	1.5	-4
CCN(CC)CCCNc1nc(CN2CCOCC2)nc2sc3c(c12)CCC3
    -7	-1	-5	1	-0.071	4	1456	9	101	0.6	2
CC/C(=C/c1sc2ccc(C)cc2[n+]1CCCS(=O)(=O)[O-])SC
    2	-22	9	14	.	2	1699	-6	102	1.2	1
C(=NC12CN3CN(CN(C3)C1)C2)c1ccc2c(c1)OCO2
    1	-54	-10	-6	.	2	1418	2	97	-0.2	8
COc1ccc(C(C(=O)NC2CCCC2)N(CC2CCCO2)C(=O)Cc2cccs2)cc1OC (stereo unspecified)
    7	-16	3	-16	-0.15	2	1558	4	98	-0.1	4
